Bioassay records: PubChem, National Center for Advancing Translational Sciences (NCATS)
D2 potentiator: HTS Assay for Positive Allosteric Modulators of the Human D2 Dopamine Receptor: Primary Screen for Potentiators. D(2) dopamine receptor (Homo sapiens), P14416. HEK293 T-REx D2, calcium flux, EC20 dopamine potentiation. potentiation, % at 10 µM. hit rate 0.34% among 340,000;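 active = potentiation over 3 SD above the plate norm, cut at about 30% in these data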; also: 0% is about no effect
Target sequence (P14416 whole entry, looked up): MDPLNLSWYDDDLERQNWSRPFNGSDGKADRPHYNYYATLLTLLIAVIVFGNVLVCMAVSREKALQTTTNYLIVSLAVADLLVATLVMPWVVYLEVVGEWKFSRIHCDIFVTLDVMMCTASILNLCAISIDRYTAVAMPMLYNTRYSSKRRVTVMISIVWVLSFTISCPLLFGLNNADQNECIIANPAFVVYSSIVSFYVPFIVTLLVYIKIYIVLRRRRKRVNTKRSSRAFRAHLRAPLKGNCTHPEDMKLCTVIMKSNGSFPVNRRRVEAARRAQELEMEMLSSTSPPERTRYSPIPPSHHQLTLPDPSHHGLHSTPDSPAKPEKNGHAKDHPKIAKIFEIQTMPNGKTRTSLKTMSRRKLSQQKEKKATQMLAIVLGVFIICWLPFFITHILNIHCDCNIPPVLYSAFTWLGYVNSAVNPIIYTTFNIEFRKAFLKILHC
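Potentiation of an EC20 dopamine calcium response is measured in a force-coupled, tetracycline-inducible Hek293 Trex D2 line. Compound-only kinetic reads over 180 s flag agonists before dopamine addition.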
D2 antag: HTS Assay for Allosteric Antagonists of the Human D2 Dopamine Receptor: Primary Screen for Antagonists; D(2) dopamine receptor (Homo sapiens), P14416; HEK293 TREx D2 cells, calcium flux, dopamine EC80; inhibition, % at 10 µM; hit rate 2% among 340,000; AID 485344, 2010; in the data active = inhibition above about 30%; also: 0% is about no effect
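Cells plated overnight at 30 C with tetracycline; no-wash calcium dye, 30–90 min RT; 10 s baseline; compound pinned; 180 s read; EC80 dopamine added; another 180 s read.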
RXFP1 ag: qHTS Assay for Agonists of the Relaxin Receptor RXFP1; Relaxin receptor 1 (Homo sapiens), Q9HBX9; HEK293T-RXFP1 cAMP TR-FRET, 30 min; response scale: percent of porcine relaxin response, buffer zero; Potency, µM (titrated, usually from 57.5 µM), for the others: at the highest dose activation, usual class: activators; hit rate 0.3% among 370,000; AID 2676, 2010; active = well fitted activation curve with a large enough effect; inconclusive = small, poorly fitted or top-dose-only effect; also: potency is read from the fitted curve at half-maximal effect; % is scaled to controls: 0 for no effect and ±100 for the full control effect; nearly all actives have a fitted effect of over 60% in size; many of its hits are not listed in these tables
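cAMP rise read by TR-FRET after 30 min, 37C compound exposure (up to 58 uM) in RXFP1-transfected HEK293 cells with Ro 20174 present. EC50 from Hill-equation fits, with 29 nM porcine relaxin as 100% and buffer as basal.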
D1 antagonist: Antagonist of Human D 1 Dopamine Receptor: qHTS | D(1A) dopamine receptor (Homo sapiens), P21728 | HEK293 TREx D1 cells, calcium flux, dopamine EC80; hits give low values | activity change, negative = inhibition, % at 10 µM | hit rate 3.2% among 360,000; in the data active = activity change below about -30%; also: % is scaled to controls: 0 for no effect and ±100 for the full control effect
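Compound effects on dopamine-evoked calcium signalling were measured in tetracycline-induced HEK293 Trex D1 cells. Dopamine at EC80 followed a 180 s compound pre-read, and fluorescence was tracked kinetically for 180 s more.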
D1 agonist: Allosteric Agonists of the Human D1 Dopamine Receptor: qHTS; HEK293 T-REx D1 cells, calcium flux, agonist mode; hit rate 1% among 360,000; activation, % at 2 µM; AID 504660, 2011; D(1A) dopamine receptor (Homo sapiens), P21728; in the data active = activation above about 30%; also: 0% is about no effect
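Tetracycline-induced HEK293 TREx D1 cells, force-coupled to calcium signalling, were dye-loaded with a no-wash calcium kit. Compound was pin-added after a 10 s baseline. Fluorescence was read kinetically at 1 cycle/s for 180 s, with calcium rises flagged as agonism.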
D2 agonist: HTS Assay for Allosteric Agonists of the Human D2 Dopamine Receptor: Primary Screen for Agonists | HEK293 T-REx D2 cells, calcium flux agonist mode | hit rate 0.53% among 340,000 | activation, % at 2 µM;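 active = activation over 3 SD above normal in the single-dose calcium agonist read, cut at about 30% in these data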; also: 0% is about no effect
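Tetracycline-induced HEK293 T-REx cells with force-coupled D2 receptor, plated overnight at 30 C, loaded with no-wash calcium dye. After a 10 s baseline, compound was pin-added and calcium flux read kinetically for 180 s; calcium rises flagged agonists.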
TRHR enhancer: qHTS for Small Molecule Agonists and Allosteric Enhancers of Human TRH Receptor: Primary Screen for Enhancers. Thyrotropin-releasing hormone receptor (Homo sapiens), P34981. TRHR cells, fluo-8 calcium fluorescence, EC20 TRH enhancement. enhancement, % at 2 µM. hit rate 0.66% among 360,000. AID 493056, 2011; in the data active = enhancement above about 30%; also: 0% is about no effect
Target sequence (P34981 whole entry, looked up): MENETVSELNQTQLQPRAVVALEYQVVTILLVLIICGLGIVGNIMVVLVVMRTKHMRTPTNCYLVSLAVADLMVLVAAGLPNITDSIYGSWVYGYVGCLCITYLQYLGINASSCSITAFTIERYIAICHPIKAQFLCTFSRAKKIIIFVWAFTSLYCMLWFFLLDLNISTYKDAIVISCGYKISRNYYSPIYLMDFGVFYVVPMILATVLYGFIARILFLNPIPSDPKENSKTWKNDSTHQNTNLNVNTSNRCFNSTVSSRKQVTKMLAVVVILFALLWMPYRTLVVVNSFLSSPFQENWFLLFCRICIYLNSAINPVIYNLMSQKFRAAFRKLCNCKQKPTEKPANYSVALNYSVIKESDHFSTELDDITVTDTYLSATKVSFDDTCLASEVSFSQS
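TRHR-expressing cells loaded with fluo-8 calcium dye were read kinetically (ex 480/em 530) during compound addition, then stimulated with an EC20 of TRH (10 nM final). Enhancement of the Gq-mediated intracellular calcium response was scored.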
D1 PAM: Potentiators of Human D1 Dopamine Receptor: qHTS. potentiation, % at 10 µM. AID 504651, 2011. HEK293 TREx D1 cells, calcium flux, dopamine EC20 potentiation. hit rate 0.036% among 360,000; in the data active = potentiation above about 30%; also: 0% is about no effect
RXFP1 antagonist: qHTS Assay for Antagonists of the Relaxin Receptor RXFP1; Relaxin receptor 1 (Homo sapiens), Q9HBX9; HEK293-RXFP1, relaxin-stimulated cAMP HTRF, 30 min; hits give low values; activity change, negative = inhibition, % at 57.5 µM; hit rate 0.59% among 350,000;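 active = activity change of -60% or lower, but not beyond a set lower limit; inconclusive = change between -60% and -40%, or beyond the set limit; inactive = change above -40%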; also: % is scaled to controls: 0 for no effect and ±100 for the full control effect
* = called active by the depositor; ? = inconclusive; · = no result given. An excerpt, so the mix of outcomes need not match the whole.

SMILES | D2 potentiator | D2 antag | RXFP1 ag | D1 antagonist | D1 agonist | D2 agonist | TRHR enhancer | D1 PAM | RXFP1 antagonist
COC(=O)c1[nH]c2cc(OC)c(OC)cc2c1NC(=O)c1cccc(OC)c1 | 5 | 8 | -0.4% | 3 | 1 | -0.4 | -7 | -4 | -2
CCOC(=O)/C=C/C(=O)OCC(=O)Nc1ccc(C)cc1 | 4 | -36 | 3.2% | 10 | 1 | 1.4 | 0 | 3 | -29
Cc1ccc(Cl)cc1N1CCN(C(=O)c2nn(C)c3c2CS(=O)(=O)c2ccccc2-3)CC1 | 4 | · | -0.7% | -23 | 2 | -0.3 | 8 | -1 | -3
CCCCN(C)S(=O)(=O)c1ccc(C(=O)N=c2sc3cc(NC(C)=O)ccc3n2C)cc1 | -6 | 14 | 3.1% | -5 | 1 | -0.5 | -1 | -4 | ·
O=C(NC(=S)NCCSc1ccccc1)c1cccnc1 | -4 | -5 | 1.4% | -5 | 2 | -0.3 | 0 | 1 | 5
Cc1ccc(S(=O)(=O)N(CC(=O)NCc2ccc(F)cc2)C(=O)N2CCN(C)CC2)cc1 | 17 | 3 | 3.2% | 1 | 1 | 0.7 | -2 | -5 | 0
Cc1ccc(C)c(S(=O)(=O)N2CCCCC2CCNC(=O)C(=O)NCc2ccco2)c1 (stereo not drawn) | 10 | · | 0.9% | -1 | 7 | · | 0 | -12 | 3
Cc1c(C(=O)Nc2cccc(Cl)c2)oc2ccc(S(=O)(=O)N3CCOCC3)cc12 | 8 | · | 3.0% | -10 | 1 | 0.6 | -6 | -2 | 4
COC(=O)Nc1ccc(S(=O)(=O)N2CCCc3ccccc32)cc1 | -10 | 1 | -0.8% | -38* | 5 | 0.1 | -3 | -2 | 16
COc1ccc(/C=C/C(=O)OCC(=O)Nc2cc(S(=O)(=O)N(C)C)ccc2Cl)cc1 | -3 | 27 | 1.4% | -34* | 8 | 2.7 | -2 | -11 | -10
O=C(CCC(=O)N1CCCc2ccccc21)N1CCN(S(=O)(=O)c2ccccc2)CC1 | 13 | 6 | 0.1% | 14 | 1 | -0.3 | 4 | -4 | -4
O=C(N/N=C/c1c[nH]c2ccccc12)c1ccc(O)c(O)c1 | · | · | -4.4% | 2 | 1 | · | 3 | 1 | 0
O=C1c2ccccc2C(=O)N1CCCP(=O)(O)CCc1ccccc1 | · | · | 0.8% | 12 | 0 | · | 1 | 1 | -5
O=C(O)CSc1nnc(-c2ccncc2)n1-c1ccc(Cl)cc1 | -4 | -1 | -1.8% | · | -1 | -0.4 | 1 | -1 | -1
O=C(CC1Oc2ccc(Cl)cc2NC1=O)NC1CCCCCC1 (stereo not drawn) | 8 | -1 | 1.8% | -4 | 0 | 2.9 | 1 | 2 | -15
CCNC(=O)N1CCCC(C(=O)c2ccc(OC)c(OC)c2)C1 (stereo not drawn) | -7 | 13 | -0.8% | -15 | 2 | -0.4 | -8 | -1 | 10
Cc1ccc([N+](=O)[O-])c(OCc2ncc(Cl)n2C)c1 | -9 | -13 | 2.9% | -19 | 2 | -0.2 | 9 | -9 | -10
CCOc1cc(C(=O)OC(C)C(=O)Nc2ccc(NC(C)=O)cc2)ccc1OCC(=O)N1CCCCC1 (stereo not drawn) | 5 | 15 | 0.4% | -9 | 4 | -0.7 | 1 | 1 | -12
O=C(O)c1cccc2c1C(=O)N(C1CCCCC1)C2 | -5 | 27 | 0.8% | -13 | 3 | -0.5 | -2 | · | 4
CN(c1ccccc1)S(=O)(=O)c1ccc(Cl)c(C(=O)NC2=NCCS2)c1 | 31* | -11 | 0.1% | -20 | 6 | -1.4 | -8 | -4 | -6
Cn1c(=O)c2c(SCC(=O)N3CCOCC3)nc(C3CCCCC3)nc2n(C)c1=O | -4 | 15 | 0.2% | -12 | 5 | 4.8 | -1 | -2 | ·
O=C(NNC(=O)c1cccs1)c1ccccc1 | 6 | -9 | 0.1% | -11 | 1 | 2.4 | 1 | -1 | -2
O=C(Nc1ccccc1Cl)C1CC(=O)N(Cc2ccco2)C1 (stereo not drawn) | -3 | -13 | 0.5% | 1 | -1 | -0.2 | 8 | -5 | -8
CN(C)/C=C1\C(=O)N(c2ccc([N+](=O)[O-])cc2)N=C1c1ccccc1 | 8 | -14 | -0.4% | -3 | 6 | 4.4 | -4 | 2 | -22
CC(=O)Nc1ccc(Oc2nc(-c3ccccn3)nc3ccccc23)cc1 | 4 | -17 | -4.2% | 1 | 6 | -0.3 | -19 | 6 | -26
COc1ccccc1C(=O)C1CCCN(C(=O)c2cccnc2SC)C1 (stereo not drawn) | 7 | -5 | 2.0% | 1 | 3 | 0.4 | -5 | -6 | -8
Cc1ccccc1N=C1NN=C(c2ccccc2F)CS1 | -2 | -4 | 2.0% | -12 | 4 | -0.6 | 5 | -11 | -12
COc1cc(SC)ccc1C(=O)Nc1ccc(S(=O)(=O)Nc2nccc(C)n2)cc1 | -6 | · | ? | -4 | 2 | 1.4 | -5 | 1 | -6
COC(=O)C1CCN(C(=O)COC(=O)CC(NC(C)=O)c2ccccc2)CC1 (stereo not drawn) | -1 | -16 | 0.6% | -6 | 5 | -0.4 | -4 | -4 | -5
CCN(C1CCCCC1)S(=O)(=O)c1ccc(S(=O)(=O)NCCc2ccncc2)cc1 | 0 | 32* | -0.4% | 1 | 14 | -1.8 | -4 | -7 | 8
Cc1c(CC(=O)O)c(=O)oc2c(C)c3occ(-c4ccc(Br)cc4)c3cc12 | 3 | -2 | 1.6% | -3 | -1 | -0.8 | 18 | 6 | -19
CC(C)(C)NC(=O)C(c1cccs1)N(Cc1cccs1)C(=O)c1csnn1 (stereo not drawn) | 14 | 1 | -2.8% | 0 | 0 | 0.5 | -5 | -2 | -3
COc1ccc(CN2CCC(n3nccc3NC(=O)c3ccc4c(c3)OCO4)CC2)cc1C | -12 | 45* | 6.5% | 14 | 7 | 1.1 | -3 | -8 | -19
CCCCC(=O)Oc1ccccc1C1SCc2cc(C)c(C)cc2CS1 | 3 | -40 | 0.8% | -4 | 7 | 2.1 | 6 | 6 | -9
Cc1[nH]nc2c1C(CC(C)C)C(C#N)=C(N)O2 (stereo not drawn) | 0 | 12 | -6.8% | -6 | 1 | 0.2 | 0 | 3 | -19
CCCCOc1ccc(C(=O)Nc2ccc(S(=O)(=O)Nc3cc(C)on3)cc2)cc1OC | 3 | -3 | 14% | 5 | 8 | 0.4 | 2 | -2 | 4
CCN1C(=O)c2ccccc2Sc2ccc(NC(=O)c3ccc(C#N)cc3)cc21 | 7 | · | -0.2% | 24 | 5 | -0.4 | 2 | -4 | -1
CCOc1ccc(NS(=O)(=O)c2ccc(C(=O)N(C)CCc3ccc(OC)c(OC)c3)cc2)cc1 | -3 | -2 | 1.4% | -5 | 8 | 1.6 | -1 | -6 | -3
COc1cccc(C(O)c2nccn2Cc2ccccc2)c1OC (stereo not drawn) | 17 | 7 | 1.9% | -7 | 2 | -0.6 | 9 | -6 | 5
C/C(CC(=O)NC1CCCCCC1)=N\NC(=O)c1cnccn1 | 3 | 1 | 0.0% | -2 | 1 | -6.4 | 4 | 1 | -17
COc1cccc(NC(=O)C(OC(=O)c2ccccc2NS(=O)(=O)c2cccs2)c2ccccc2)c1 (stereo not drawn) | 0 | 13 | 1.5% | 7 | 4 | -1.0 | -2 | 0 | -11
COCCn1cnnc1SCC(=O)Nc1cccc(S(=O)(=O)N(C)c2ccccc2)c1 | -8 | 5 | -0.2% | -1 | 1 | -1.1 | -1 | -1 | 6
COc1ccc(S(=O)(=O)Nc2cc3c4c(c2)CCN4C(=O)CC3)cc1C | -5 | 15 | 0.6% | -4 | 3 | 0.4 | 2 | 2 | 18
Cn1c2c(c(=O)n(C)c1=O)CN(Cc1ccco1)CN2 | -1 | -6 | 1.6% | 7 | 2 | -0.3 | 10 | -7 | -11
CCSC(C)CC1C/C(=N/O)c2c(CC)noc2C1 (stereo not drawn) | 2 | 14 | 1.0% | -20 | 8 | -1.8 | -1 | -2 | -4
CC(C)CSc1nc2ccccc2[nH]1 | -7 | 7 | 1.2% | -3 | 1 | 0.2 | -5 | -9 | 0
C=CCNC(=S)NC(=O)c1ccc(C)c(Br)c1 | -3 | 18 | 1.8% | · | 3 | -0.1 | -6 | 2 | -4
COc1ccccc1S(=O)(=O)N1CCN(S(=O)(=O)c2cccs2)CC1 | 10 | -1 | 2.3% | 0 | 0 | 0.0 | 1 | 0 | 7
O=C1C2C3CCCC3=C3CCCC3C2C(=O)N1c1ccc(Cl)cc1 (stereo not drawn) | 0 | -5 | 2.1% | -2 | 1 | 0.7 | -4 | 2 | -2
CCn1c(O)c(C=Nc2ccccc2)oc1=S | -3 | -3 | 1.8% | 6 | 2 | -0.2 | 3 | 6 | -4
O=C(COC(=O)Cc1cccc(C(F)(F)F)c1)NCc1ccco1 | -8 | -8 | 0.3% | -7 | 1 | -0.1 | -8 | -2 | 8
CC(=O)c1ccc(NC(=O)COc2ccccc2-c2nc(-c3cccc(C)c3)no2)cc1 | 4 | · | -2.3% | 4 | -1 | 0.5 | 0 | 5 | ·
CC1=CC(C)(C)N(C(=O)CNC2CCCC2)c2cc(C)ccc21 | -2 | -21 | -0.6% | 36 | 3 | -1.3 | 22 | 1 | -3

Rewritten with two lines to a compound: 4 of the compounds above.
Order of results – D2 potentiator	D2 antag	RXFP1 ag	D1 antagonist	D1 agonist	D2 agonist	TRHR enhancer	D1 PAM	RXFP1 antagonist
O=C(CC1Oc2ccc(Cl)cc2NC1=O)NC1CCCCCC1 (stereo not drawn)
 : 8	-1	1.8%	-4	0	2.9	1	2	-15
Cc1c(C(=O)Nc2cccc(Cl)c2)oc2ccc(S(=O)(=O)N3CCOCC3)cc12
 : 8	·	3.0%	-10	1	0.6	-6	-2	4
COc1ccccc1S(=O)(=O)N1CCN(S(=O)(=O)c2cccs2)CC1
 : 10	-1	2.3%	0	0	0.0	1	0	7
Cc1ccc([N+](=O)[O-])c(OCc2ncc(Cl)n2C)c1
 : -9	-13	2.9%	-19	2	-0.2	9	-9	-10
